High-throughput results as filed in PubChem BioAssay.
PKM2 activator = PKM2 (human) enzyme activation; purified PKM2, Kinase-Glo ATP luminescence, activation; response scale: 0% is enzyme alone, no compound; hit rate 0.34% among 260,000; Potency, µM (highest dose often 57.5 µM), without a hit: at the top dose activation, actives largely listed as activators; further: on the % scale 0 is the no-effect control and ±100 the full control effect; nearly all actives have a fitted effect of over 55% in size
Target sequence (P14618 whole entry, looked up): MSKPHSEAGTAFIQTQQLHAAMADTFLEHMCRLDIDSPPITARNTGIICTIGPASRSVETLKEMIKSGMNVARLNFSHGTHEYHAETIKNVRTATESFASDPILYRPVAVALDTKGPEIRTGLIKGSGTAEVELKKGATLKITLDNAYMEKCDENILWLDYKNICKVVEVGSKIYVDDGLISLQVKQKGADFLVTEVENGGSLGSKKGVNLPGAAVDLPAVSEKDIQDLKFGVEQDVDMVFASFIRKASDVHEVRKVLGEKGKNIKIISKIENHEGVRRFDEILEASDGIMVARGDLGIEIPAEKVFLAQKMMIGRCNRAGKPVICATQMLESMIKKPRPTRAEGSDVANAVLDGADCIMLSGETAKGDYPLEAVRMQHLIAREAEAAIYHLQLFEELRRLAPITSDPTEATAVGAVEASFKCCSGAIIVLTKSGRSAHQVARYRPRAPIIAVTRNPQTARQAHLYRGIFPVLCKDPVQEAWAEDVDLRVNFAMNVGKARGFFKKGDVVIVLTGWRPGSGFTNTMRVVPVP
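hPK-M2, >95% pure; 0.1 mM ADP / 0.5 mM PEP final; imidazole pH7.2 buffer w/ 7 mM MgCl2, 50 mM KCl; 1 h RT; Kinase-Glo lum. Intermediate enzyme activity for dual inhibitor/activator qHTS.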
Gal4-VP16 FLuc = inhibits Gal4-VP16 luciferase reporter, ROR gamma counter-screen; Potency, µM (doses to about 53.6 µM), for the others: at the top dose activity, negative = inhibition, actives largely listed as inhibitors; hit rate 3.5% among 310,000; Drosophila S2 Gal4-VP16 UAS-luciferase, luminescence, 20 h;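 further: Gal4-VP16 expression switched on by copper sulfate through the metallothionein promoter; on the % scale 0 is the no-effect control and ±100 the full control effect; nearly all actives have a fitted effect of over 50% in size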
RORg inh = blocks mouse ROR gamma transcriptional activity | P51450 | Drosophila S2 Gal4-RORgamma UAS-luciferase reporter, 20 h | Potency, µM (top dose mostly 53.6 µM), for the others: top-dose activity change, negative = inhibition, usual class: inhibitors | hit rate 5.4% among 310,000 | AID 2551; further: on the % scale 0 is the no-effect control and ±100 the full control effect; nearly all actives have a fitted effect of over 60% in size
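Luminescence from a UAS-regulated Photinus luciferase reporter in stably transfected Drosophila Schneider cells is measured; decreased signal marks ROR gamma inhibition. Fusion expression is induced by 700 uM copper sulfate for 20 hr.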
Menin-MLL TR inh = menin-MLL binding inhibition, Texas Red mutant peptide | Menin + Texas Red MLL mutant peptide, fluorescence polarization | Potency, µM (doses to about 61.6 µM), for inactives: top-dose FP activity change, negative = inhibition, hits mostly inhibitors | hit rate 0.23% among 270,000; active means well fitted inhibition curve with a large enough effect in the polarisation, with a control signal flat, not every such curve was filed as active; inconclusive means small, poorly fitted or top-dose-only effect, or effect the other way, or a change in a side signal; inactive means no such curve, though single readings can be large or run the other way; the % refers to the polarisation; further: % of control where 0% means no effect; many of its hits are not listed in these tables
Target sequence (O00255 whole entry, looked up): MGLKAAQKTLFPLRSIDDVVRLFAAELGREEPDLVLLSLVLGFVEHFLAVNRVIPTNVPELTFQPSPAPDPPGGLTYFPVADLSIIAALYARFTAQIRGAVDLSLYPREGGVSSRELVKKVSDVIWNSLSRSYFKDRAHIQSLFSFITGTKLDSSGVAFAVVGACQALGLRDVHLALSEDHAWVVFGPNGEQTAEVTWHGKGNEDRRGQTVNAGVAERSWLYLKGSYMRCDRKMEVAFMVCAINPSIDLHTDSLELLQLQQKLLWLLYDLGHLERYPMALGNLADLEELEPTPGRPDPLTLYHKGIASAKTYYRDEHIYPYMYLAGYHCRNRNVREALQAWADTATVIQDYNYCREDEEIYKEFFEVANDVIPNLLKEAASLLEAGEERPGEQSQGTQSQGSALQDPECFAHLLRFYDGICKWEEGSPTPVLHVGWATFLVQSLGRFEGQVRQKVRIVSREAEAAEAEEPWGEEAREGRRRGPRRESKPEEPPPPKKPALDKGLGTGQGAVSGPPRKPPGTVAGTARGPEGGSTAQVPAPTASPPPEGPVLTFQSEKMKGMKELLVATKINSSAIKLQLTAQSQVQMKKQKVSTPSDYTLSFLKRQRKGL
* marks the source's active call; other numbers are inactive results; u = inconclusive; x = no result given; [ ] = dose if it differs, or a comment. Unless noted, the call rests on the fitted dose curve; in most records, active means well fitted curve in the direction sought with a large enough effect; inconclusive means small, poorly fitted or top-dose-only effect, or another doubt; inactive means no such curve, though single readings can be large; an effect the other way counts as inactive or inconclusive. Potency means the concentration at half of the fitted maximal effect.

SMILES	PKM2 activator	Gal4-VP16 FLuc	RORg inh	Menin-MLL TR inh
CC(=O)OC1CC(OC(C)=O)[C@]2(C)C(CC(O)[C@]3(C)C2CC[C@@]2(C)C(c4ccoc4)OC(=O)C4O[C@]432)C1(C)C (some centres undefined)	x	7%	3%	-6%
CN1CCCC2(CCN(C(=O)c3cc(C(F)(F)F)cc(C(F)(F)F)c3)CC2)C1	x	-1%	3%	6%
Cc1cnc(CNc2cc(-c3ccoc3)ncn2)cn1	x	-5%	-12%	u
CC(=O)OC[C@@H]1O[C@H](C/C=N\O[C@@H](C)CN2CCCCc3nc(C)c(C)cc32)C=C[C@@H]1OC(C)=O	x	-9%[10 µM]	14%[10 µM]	-9%[11.7 µM]
CS(=O)(=O)N1CCC2(CC1)CN(Cc1cc(C(F)(F)F)cc(C(F)(F)F)c1)C2	x	5%	3%	3%
CSCC[C@@H]1NC(=O)C/C=C\[C@@H](C)COC(=O)[C@@H](C)COC1=O	x	-4%[10 µM]	4%[10 µM]	-18%[11.7 µM]
CC(C)c1cc2c(cc1S(=O)(=O)O)[C@@]1(C)CCC[C@@](C)(C(=O)O)[C@@H]1CC2	x	-6%	1%	6%
COc1cccc(-c2nc(NC3CCNCC3)c3ccccc3n2)c1	x	-12%	0%	0%
CC(Cc1ccc(O)c(O)c1)(NN)C(=O)O (centres undefined)	x	-17%	-10%	-10%
CCCNC(=O)OC[C@@H]1O[C@H](CCO/N=C(\C)CCN2CCCc3nc(C)c(C)cc32)C=C[C@@H]1Oc1ccc(OC)cc1	x	7%[10 µM]	-12%[10 µM]	-14%[11.7 µM]
COC(=O)[C@@]1(Cc2ccccc2-c2ccco2)C=C[C@H](C)[C@@H](c2ccccc2)N1C(=O)C(F)(F)F	x	0%	u	16%
CCCCC/C=C\C/C=C\CCCCCCCCCC(=O)NC(C)C(=O)O (centres undefined)	x	3%	3%	5%
COc1cccc(Cn2c(=O)c(-c3cc(F)cc(F)c3)nc3cnc(N(C)C)nc32)c1	x	3%	0%	10%
S=C(S)O[C@@H]1C[C@@H]2C[C@H]1[C@@H]1CCC[C@H]21	x	1µM*	0.56µM*	0%[24.8 µM]
CC(=O)OC1CC[C@@]2(C)C(CC[C@@]3(C)C2CC=C2C4CC(C)(C)CC[C@]4(C(=O)O)CC[C@@]23C)C1(C)C (some centres undefined)	x	-1%	12%	8%
OCC(CO)NC1C[C@](O)(CO)[C@@H](O)[C@H](O)[C@H]1O (some centres undefined)	x	-4%	5%[10 µM]	5%
COCCn1c(=O)c(CCc2ccccc2)nc2cnc(N3CCN(C)CC3)nc21	x	-6%	5%	8%
O=C(Nc1cccc(F)c1)N1CCCC2(CCN(C(=O)c3ccncc3)CC2)C1	x	4%	13%	-7%
O=C(NCc1ccco1)O[C@@H]1C(=O)c2cc(Br)ccc2O[C@H]1c1ccc2c(c1)OCO2	x	7%	26%	-8%
CC(C)=CCC/C(C)=C/CO/N=C1/C[C@@H](O)[C@@H](O)[C@@H]2[C@@H]3C(=O)N(C4CCCCC4)C(=O)[C@H]3CC[C@H]12	x	-1%[10 µM]	-11%[10 µM]	-12%[11.7 µM]

Reprinted from the part before: 2 compounds; new compounds follow.
SMILES	PKM2 activator	Gal4-VP16 FLuc	RORg inh	Menin-MLL TR inh
O=C(NCc1ccco1)O[C@@H]1C(=O)c2cc(Br)ccc2O[C@H]1c1ccc2c(c1)OCO2	x	7%	26%	-8%
CC(C)=CCC/C(C)=C/CO/N=C1/C[C@@H](O)[C@@H](O)[C@@H]2[C@@H]3C(=O)N(C4CCCCC4)C(=O)[C@H]3CC[C@H]12	x	-1%[10 µM]	-11%[10 µM]	-12%[11.7 µM]
CCC1NC(=O)C(NC(=O)c2ncccc2O)C(C)OC(=O)C(c2ccccc2)NC(=O)C2CC(=O)CCN2C(=O)C(Cc2ccccc2)N(C)C(=O)C2CCCN2C1=O (centres undefined)	x	-4%	32%	-3%
COC(=O)NC(/C(C(=O)OC)=C(\C)NCc1ccccc1)c1ccc(F)cc1 (centres undefined)	x	-10%[10 µM]	27%[10 µM]	-2%[11.7 µM]
COc1ccc(-c2nc3cnc(Nc4ccccc4)nc3n(Cc3cccs3)c2=O)cc1	x	-3%	-12%	u
CCNc1ncc2nc(-c3cc(F)cc(F)c3)c(=O)n(Cc3cccs3)c2n1	x	-2%	-3%	26%
CCN1C(C)=C(C(=O)OC(C)C)C(c2ccccc2Cl)C(C(=O)O)=C1C(=O)O (centres undefined)	x	-12%	u	-12%
COC(=O)NC(c1cccc(C)c1)[C@]1(C(C)=O)CCCC1=O (some centres undefined)	x	-7%[10 µM]	7%[10 µM]	0%[11.7 µM]
Cc1cccc(C)c1Nc1oc(-c2ccccc2)nc1-c1ccccc1	x	-4%	-1%	-10%
CC(=O)N1CCC[C@@]2(CCN(c3ccccc3)C2)C1	x	30%	-3%	-28%
CC(=O)OC[C@H]1O[C@@H](O/N=C(\C)CCN2CCc3nc(-c4ccccc4)c(-c4ccccc4)cc3C2)[C@H](OC(C)=O)[C@@H](OC(C)=O)[C@H]1OC(C)=O	x	-8%[10 µM]	20%[10 µM]	-13%[11.7 µM]
CC1(OC(=O)c2ccco2)C(=O)C=C2C=C(c3ccc(C#N)cc3)OC=C2C1=O (centres undefined)	x	7%	0%	17%
Cc1noc(C)c1C(=O)N1CCC2(CCN(C(=O)Nc3ccccc3)CC2)CC1	x	-9%	1%	0%
COCC(=O)N1CCC2(CC1)CCN(C(=O)Nc1cccc(C#N)c1)CC2	x	1%	14%	18%
Cc1cnc(CNc2ccnc(-c3cccnc3)n2)cn1	x	-1%	4%	-21%
CCNc1ncc2nc(-c3cccc(C#N)c3)c(=O)n(CCC#N)c2n1	x	-9%	2%	5%
N#CCCn1c(=O)cnc2cnc(OCc3ccccc3)nc21	x	-15%	7%	-4%
NC(=NC1C2CC3CC(C2)CC1C3)Nc1ccc(I)cc1 (centres undefined)	x	-4%	-6%	-18%[24.8 µM]
CC(=O)[C@@]1(O)[C@H](O)CC2C3CCC4CC(O)CC[C@]4(C)C3CC[C@@]21C (some centres undefined)	x	-24%	-1%	-2%
[O]=[Bi][O]C(=O)[O][Bi]=[O]	x	1%	9%[10 µM]	11%
COc1ccccc1-c1nccc(-n2ccnc2)n1	x	2%	-22%	2%
CC(=O)N[C@@H](CSC/C=C(\C)CCC=C(C)C)C(=O)O	x	-10%	19%	-1%

Another view of part of the listing above:
Under each structure – PKM2 activator | Gal4-VP16 FLuc | RORg inh | Menin-MLL TR inh
CS(=O)(=O)N1CCC2(CC1)CN(Cc1cc(C(F)(F)F)cc(C(F)(F)F)c1)C2
  x | 5% | 3% | 3%
Cc1cnc(CNc2ccnc(-c3cccnc3)n2)cn1
  x | -1% | 4% | -21%
O=C(NCc1ccco1)O[C@@H]1C(=O)c2cc(Br)ccc2O[C@H]1c1ccc2c(c1)OCO2
  x | 7% | 26% | -8%
[O]=[Bi][O]C(=O)[O][Bi]=[O]
  x | 1% | 9%[10 µM] | 11%
CC(Cc1ccc(O)c(O)c1)(NN)C(=O)O (centres undefined)
  x | -17% | -10% | -10%
CCCCC/C=C\C/C=C\CCCCCCCCCC(=O)NC(C)C(=O)O (centres undefined)
  x | 3% | 3% | 5%

Part of the list above, set out differently.
Order of values – PKM2 activator, Gal4-VP16 FLuc, RORg inh, Menin-MLL TR inh
COc1cccc(-c2nc(NC3CCNCC3)c3ccccc3n2)c1
 : x, -12%, 0%, 0%
CC(Cc1ccc(O)c(O)c1)(NN)C(=O)O (centres undefined)
 : x, -17%, -10%, -10%

(listing goes on)
SMILES	PKM2 activator	Gal4-VP16 FLuc	RORg inh	Menin-MLL TR inh
O=C1[C@H]2[C@H]3[C@H](O)[C@H](O)C/C(=N/OC[C@@H](O)COCc4ccco4)[C@@H]3CC[C@@H]2C(=O)N1Cc1ccccc1	x	-1%[10 µM]	8%[10 µM]	7%[11.7 µM]
COc1cccc(Cn2c(=O)c(-c3ccc(Cl)cc3)nc3cnc(N4CCNCC4)nc32)c1	x	u	u	36%[activator]
CC(=O)NCCNc1nc(-c2ccc3c(c2)OCO3)nc2ccccc12	x	-12%	6%	-9%
C[C@H]1/C=C\CC(=O)OC[C@H](C)C(=O)N2CCC[C@@H]2C(=O)OC1	x	12%[10 µM]	-6%[10 µM]	12%[11.7 µM]
COc1cc2oc(=O)cc(-c3cccc(-c4ccc(C(C)=O)cc4)c3)c2c(OC)c1OC	x	2%	16%	5%
COc1cc(/C=C/C(=O)c2cccs2)cc(OC)c1OC	x	u	7.9µM*	21%[24.8 µM]
C=CCC(O)(C#Cc1ccccc1)c1ccccc1 (centres undefined)	x	5%	27%	13%
CC(=O)OCC1OC(C#Cc2ccccc2)C=CC1O (centres undefined)	x	3%[10 µM]	6%[10 µM]	6%[11.7 µM]
CCN1C(=O)[C@@H]2[C@H]3C(=CC[C@@H]2C1=O)C1(OCCCO1)[C@H]1O[C@@H]1[C@H]3O	x	10%[10 µM]	15%[10 µM]	-1%[11.7 µM]
COCCOC(=O)C1=C(C)NC(C)=C(C(=O)OC(C)C)[C@H]1c1cccc([N+](=O)[O-])c1	x	3%[17 µM]	0%[16.9 µM]	20%[24.8 µM]
COc1ccc(-c2nc3cnc(N(C)C)nc3n(CCc3ccccc3)c2=O)cc1	x	-11%	2%	21%
O=c1c(-c2ccccc2)nc2cnc(Oc3ccccc3)nc2n1C[C@H]1CCCO1	x	-7%	17%	-7%
O=c1c(-c2ccccc2)nc2cnc(Nc3ccccc3)nc2n1Cc1cccs1	x	-4%	-3%	u
CCN1C(=O)[C@H]2[C@H]3[C@H](O)[C@H](O)C/C(=N/O[C@@H](C)CN4CCCCc5nc(C)c(C)cc54)[C@@H]3CC[C@@H]2C1=O	x	-5%[10 µM]	-11%[10 µM]	-1%[11.7 µM]
COC(=O)N[C@@H](CCc1ccccc1)[C@]1(C(=O)OC)CCCC1=O	x	1%	-14%	2%
Cn1cc(O)nc1NC(=O)Nc1cccc(Cl)c1	x	21%	u	13%
CN(C)Cc1ccccc1-c1cc(NC2CC2)ncn1	x	2%	1%	1%
N#CCCn1c(=O)c(-c2cc(F)cc(F)c2)nc2cnc(N3CCOCC3)nc21	x	-2%	6%	-26%
COc1ccc(C(=O)N2CCC[C@@]3(CCN(c4cccc(-c5ccccc5)c4)C3)C2)cc1	x	7%	27%	0%
CC#C[C@]1(O)CC[C@H]2[C@@H]3CCC4=CC(=O)CCC4=C3[C@H](c3ccc(N(C)C)cc3)C[C@@]21C	x	-14%	25%	-11%[24.8 µM]
CCC(C(=O)NC(N)=O)c1ccccc1 (centres undefined)	x	-2%	14%	6%
CCCC/C=C/C(NC(=O)c1cccs1)c1ccccc1 (centres undefined)	4%	u	2%	21%
C[C@@H](C(=O)N[C@@H](CO)Cc1ccccc1)[C@H]1C[C@]1(C)[C@H](NC(=O)OCc1ccccc1)c1ccccc1	2%	13%	-2%	-2%
CCC/C=C(\CCC)C(NS(=O)(=O)CC12CCC(CC1=O)C2(C)C)c1ccc(C(=O)OC)cc1 (centres undefined)	-11%	-20%	7%	0%
COC(=O)c1ccc(C(NC(=O)OCc2ccccc2)/C(C)=C/[C@@H](C)C(=O)NC2CCCCC2)cc1 (some centres undefined)	0%	-10%	u	-2%
COCC1C2CC[C@H]3C(OCc4ccc(F)cc4C(F)(F)F)OC[C@]4(C)[C@H]3C2=C(CN4C(=O)OC(C)(C)C)[C@H](C)C1COC (some centres undefined)	2%	6%	0%	-6%
COC(=O)[C@@]1(Cc2ccccc2)[C@H]2c3cc(C(=O)N4CCCC4)n(Cc4nc5ccccc5[nH]4)c3C[C@H]2CN1C(=O)c1ccccc1	8%	7%	19%	-7%
CCC1=C(OC(=O)N(CC)CC)N2C(=O)OC(=NCC3CC3)[C@]2(C)[C@H]2C1=CC[C@H]1C(=O)N(c3ccccc3)C(=O)[C@H]12	2%	-4%	6%	4%
COC(=O)[C@@]1(C)C=C[C@@H](Cc2ccccc2)N1C(=O)c1ccccc1	0%	-2%	41%	u
COC(=O)[C@@]1(Cc2ccccc2)[C@@H]2[C@@H](CC(=O)[C@H]2CC(=O)C(=O)N(C)C)CN1C(=O)c1ccccc1	3%	-1%	-4%	-4%
CCCC[C@@H]1C[C@H]1C(NC(=O)c1ccccc1)c1ccc(-c2ccccc2)cc1 (some centres undefined)	1%	6%	6%	-15%
CCc1c2c(nc3ccc(OC)cc13)OC(C)C2 (centres undefined)	-4%	8%	-4%	0%

Some of the compounds tested. The share of hits here may be higher or lower than overall.
